Assay outcomes as filed in PubChem BioAssay.
LMNA splice mod – changes lamin A minigene splicing in HeLa cells. AID 1487. 200,000 compounds, 0.01% hits. Potency, µM (series often up to 46.1 µM), without a hit: at the highest dose ratio change, negative = inhibition, most hits filed as inhibitors. HeLa LMNA splicing GFP/RFP minigene ratio, 48 h; active means well fitted inhibition curve with a large enough effect in the signal ratio, with a control signal flat, not every such curve was filed as active; inconclusive means small, poorly fitted or top-dose-only effect, or effect the other way, or a change in a side signal; the % refers to the signal ratio; further: potency means the concentration at half of the fitted maximal effect; on the % scale 0 is the no-effect control and ±100 the full control effect
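S3 HeLa stable clones carrying a lamin A-EGFP splicing minigene plus DsRed2 were seeded at 600 cells/well in Opti-MEM with 2% FBS, pin-dosed and incubated 48 h at 37°C. Acumen cytometry (488 nm) gave the GFP/RFP total-intensity ratio.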
NPSR antagonist – antagonists of human neuropeptide S receptor cAMP signaling; Potency, µM (titrated, usually from 38.3 µM), inactives show at the top dose activity change, negative = inhibition, most hits filed as inhibitors; Q6W5P4; CHO-NPSR cells, cAMP TR-FRET, antagonist mode; 220,000 compounds, 1% hits; further: potency means the concentration at half of the fitted maximal effect; on the % scale 0 is the no-effect control and ±100 the full control effect; nearly all actives have a fitted effect of over 50% in size; many of its hits are not listed in these tables
Target sequence (Q6W5P4 whole entry, looked up): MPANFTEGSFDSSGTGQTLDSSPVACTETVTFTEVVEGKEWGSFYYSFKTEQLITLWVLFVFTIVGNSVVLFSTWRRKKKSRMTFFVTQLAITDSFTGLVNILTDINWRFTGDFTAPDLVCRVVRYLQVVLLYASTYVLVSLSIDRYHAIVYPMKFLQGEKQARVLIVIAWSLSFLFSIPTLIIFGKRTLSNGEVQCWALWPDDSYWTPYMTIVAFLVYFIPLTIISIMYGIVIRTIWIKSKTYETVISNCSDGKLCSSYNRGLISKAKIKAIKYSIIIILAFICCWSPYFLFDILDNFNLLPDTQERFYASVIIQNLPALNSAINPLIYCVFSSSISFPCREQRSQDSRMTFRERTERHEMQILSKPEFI
CBFb-RUNX1 inh – inhibitors of human CBF-beta and RUNX1 interaction; 230,000 tested, under 10 active; AlphaScreen CBFb-His/RUNX1-biotin binding, biochemical; Potency, µM (series often up to 59.8 µM), for inactives: at the top dose activity, negative = inhibition, actives largely listed as inhibitors; Q01196+Q13951; further: % of control where 0% means no effect
Target sequence (Q01196 whole entry, looked up): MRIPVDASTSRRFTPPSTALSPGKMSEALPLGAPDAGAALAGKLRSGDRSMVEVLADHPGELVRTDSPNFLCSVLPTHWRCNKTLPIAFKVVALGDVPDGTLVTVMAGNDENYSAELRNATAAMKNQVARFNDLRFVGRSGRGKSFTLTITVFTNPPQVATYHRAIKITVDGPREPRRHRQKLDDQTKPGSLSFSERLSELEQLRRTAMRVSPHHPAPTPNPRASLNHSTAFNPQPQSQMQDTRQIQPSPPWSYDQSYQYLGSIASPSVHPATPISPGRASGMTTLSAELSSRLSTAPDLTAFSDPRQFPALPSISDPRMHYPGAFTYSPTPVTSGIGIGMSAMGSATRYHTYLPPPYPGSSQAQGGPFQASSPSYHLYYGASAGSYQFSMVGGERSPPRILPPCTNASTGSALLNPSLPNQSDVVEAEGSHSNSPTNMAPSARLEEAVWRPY
Target sequence (Q13951 whole entry, looked up): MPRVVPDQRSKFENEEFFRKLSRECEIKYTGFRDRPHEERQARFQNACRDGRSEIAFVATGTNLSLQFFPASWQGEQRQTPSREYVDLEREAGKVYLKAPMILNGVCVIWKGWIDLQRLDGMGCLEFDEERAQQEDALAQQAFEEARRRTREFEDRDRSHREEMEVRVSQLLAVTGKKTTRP
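Proteins preincubated together for 20 min at RT before compound addition; 15 min later, nickel and streptavidin beads were added and left 90 min prior to AlphaScreen measurement.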
IMPase Li cell – membrane-permeable IMPase blocker, potentiated with lithium; 210,000 compounds, 0.35% hits; AID 1457; Potency, µM (top dose mostly 59.4 µM), for the others: at the highest dose activity, negative = IMPase inhibition, hits mostly inhibitors; CHO-M1 cells, IP1 TR-FRET (IP-One), carbachol + lithium;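 further: IP1 builds up when IMPase is blocked and the TR-FRET signal falls; potency means the concentration at half of the fitted maximal effect; plate controls were basal vehicle for no effect and high inhibitor control for full effect; nearly all actives have a fitted effect of over 50% in size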
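CHO cells stably expressing M1 receptor (2000/well) were cultured 16–30 h, then exposed to compounds with a small lithium addition for 30 min at 37C. IP1 was measured by TR-FRET competition; AC50 from Hill fits.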
Luc counter – blocks Kinase-Glo luciferase, a counter-screen artifact; Potency, µM (doses to about 38.3 µM), without a hit: top-dose activity change, negative = inhibition, usual class: inhibitors; Kinase-Glo luciferase, ATP luminescence, 8 min; AID 1379; 200,000 compounds, 0.28% hits; further: potency means the concentration at half of the fitted maximal effect; on the % scale 0 is the no-effect control and ±100 the full control effect; nearly all actives have a fitted effect of over 60% in size
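Luminescence was the read-out, taken after 8-minute incubation at ambient temperature. Luciferase turned over luciferin with 10 uM ATP in imidazole pH 7.2 buffer containing KCl, MgCl2, Tween 20 and BSA.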
Epigenetic reg – epigenetic control regulation, reporter derepression | Potency, µM (doses to about 53.9 µM), inactives show at the highest dose GFP activation, most hits filed as activators | 280,000 compounds, 0.2% hits | AID 1865 | murine LDR cells, GFP reporter derepression, 30 h; further: potency means the concentration at half of the fitted maximal effect; % of control where 0% means no effect; nearly all actives have a fitted effect of over 60% in size
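Derepression of a silenced CMV-GFP reporter in murine LDR cells is scored by enumerating GFP-positive cells with a laser-scanning microplate cytometer after 30 hours of treatment at 37 C.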
HTT aggregate – inhibitors of mutant huntingtin aggregate formation in PC12 cells; Potency, µM (series often up to 46.1 µM), for inactives: at the top dose activity change, negative = inhibition, hits mostly inhibitors; AID 1688; PC12 HttQ103-GFP aggregates, Acumen cytometry, 40 h; 220,000 compounds, 1.1% hits; further: potency means the concentration at half of the fitted maximal effect; on the % scale 0 is the no-effect control and ±100 the full control effect; nearly all actives have a fitted effect of over 60% in size
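Ecdysone-promoter PC12 model expressing HTT exon 1 Q103 fused to GFP, induced by tebufenozide at 100 nM final. Compounds titrated; aggregates sized 1–25 µm scored on a 488 nm laser cytometer.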
Active calls of the source: *; ? = inconclusive; . = no result given; [ ] = remark or other dose. Unless noted, the call rests on the fitted dose curve; in most records, active means well fitted curve in the direction sought with a large enough effect; inconclusive means small, poorly fitted or top-dose-only effect, or another doubt; inactive means no such curve, though single readings can be large; an effect the other way counts as inactive or inconclusive. This is a subset; the hit share may differ from the screen's.

(1) COc1ccc(Cc2nc3ccccc3n2CC(=O)N/N=C/c2ccc(C)cc2O)cc1OC
(2) O=C(CCl)Nc1cc(SCC(O)CO)cc([N+](=O)[O-])c1 (configuration not stated)
(3) COc1ccc(CSc2nnc(C)n2N)cc1
(4) CCCCNC(=O)C1CCN(C(=O)Nc2ccc(C)cc2)CC1
(5) CCOCCCn1c(=S)[nH]c2cc(C(=O)NCCOC)ccc2c1=O
(6) Cc1ccc2nc(NCC(N)=O)nc(-c3ccccc3)c2c1
(7) Cc1ccccc1CSCCNC(=O)CSCc1ccc([N+](=O)[O-])cc1
(8) O=C(COc1ccccc1Cl)Nc1cnn(Cc2ccccc2)c1

assay / compound | 1 | 2 | 3 | 4 | 5 | 6 | 7 | 8
LMNA splice mod | -4% | . | -9% | -2% | 2% | . | 2% | -13%
NPSR antagonist | -13% | 6% | 19%[7.67 µM] | -1%[46.1 µM] | -9%[46.1 µM] | 30% | -23%[46.1 µM] | -17%[46.1 µM]
CBFb-RUNX1 inh | -8% | -2% | 3% | 5% | -3% | 6% | -4% | 2%
IMPase Li cell | 9% | -8% | 13%[38.3 µM] | 9% | 0%[38.3 µM] | . | -1%[38.3 µM] | 36%[activator][38.3 µM]
Luc counter | -1% | -1% | -1% | -1% | 0% | . | -4% | 1%
Epigenetic reg | -1.6% | -5.8% | 0.6% | 1.2% | -0.2% | 2.5% | -0.9% | -1.8%
HTT aggregate | -5% | 2.8µM* | -8% | 3% | -10% | -15%[9.22 µM] | -18% | 6%

(9) Cc1ccc(NC(=O)CN(C)C(=O)COc2c(Cl)cc(Cl)c3ccc(C)nc23)cc1
(10) CCC1(CC)C(=O)N(C)C(=O)NC1=Nc1ccc(OC)cc1
(11) COc1cccc(C(=O)NCC(=O)NNc2ncnc(N)c2[N+](=O)[O-])c1
(12) CCCCC(=O)N(CCOC)c1nnc(-c2ccccc2C)s1
(13) Cc1cccc(CSc2ccc(-c3ccco3)nn2)c1
(14) COC(=O)C1CC1C(NC(=O)[C@@H]1CCCN1)c1ccccc1 (some centres not stated)
(15) O=C(CCCn1c(=S)[nH]c2cc3c(cc2c1=O)OCO3)NCc1ccco1
(16) Oc1ccc(-c2csc(Nc3ncccn3)n2)c(O)c1

assay / compound | 9 | 10 | 11 | 12 | 13 | 14 | 15 | 16
LMNA splice mod | -9% | -4% | 1%[46 µM] | ? | -4% | . | . | ?
NPSR antagonist | -9% | -14%[46.1 µM] | 31% | -43% | -15% | . | -33% | -2%
CBFb-RUNX1 inh | -2% | 3% | -10% | 18% | 4% | 2% | 12% | -11%
IMPase Li cell | 5% | 14%[38.3 µM] | -2% | 3% | -5% | -1% | -1% | 7%
Luc counter | 1% | -3% | 0% | 1% | -2% | 1% | 0% | -2%
Epigenetic reg | 2.0% | 0.0% | 2.4% | -1.5% | 1.1% | 9.1% | -2.9% | 6.8%
HTT aggregate | -21% | 6% | 11% | 12%[9.22 µM] | 9% | . | 19% | 14%

(17) c1ccc2sc(N3CN(CCN4CCOCC4)CN(c4nc5ccccc5s4)C3)nc2c1
(18) O=C(C(=O)N1CCc2ccccc2C1)N1CCc2ccccc2C1
(19) O=C(Nc1ccc(Sc2ccc(Br)cc2)cc1)c1ccco1
(20) Cc1nonc1CC(=O)N1CCc2c([nH]c3ccccc23)C1c1ccccc1F (configuration not stated)
(21) COC(=O)c1ccccc1NC(=O)CSc1nnc(-c2cccnc2)n1C
(22) CCOC(=O)c1ccc2c(c1)N(CC(=O)N1CCCCC1)C(=O)C(C)(C)O2
(23) c1cc(CNC2C3CC4CC(C3)CC2C4)ccn1 (configuration not stated)
(24) Cc1c(Cl)cccc1NC(=S)/C(=C(\[O-])c1ccc(Cl)s1)[n+]1ccccc1

assay / compound | 17 | 18 | 19 | 20 | 21 | 22 | 23 | 24
LMNA splice mod | -7% | 15% | -7%[0.0737 µM] | 20%[46 µM] | -3% | -14% | ? | -21%
NPSR antagonist | -15%[46.1 µM] | 10% | -23%[46.1 µM] | -14% | 8%[46.1 µM] | -9%[46.1 µM] | 11% | 6%
CBFb-RUNX1 inh | -1% | 4% | 7% | -5% | -3% | 5% | -3% | -18%
IMPase Li cell | -17%[38.3 µM] | 7% | 7%[38.3 µM] | -4% | -1% | 4% | 10% | -17%
Luc counter | 2% | -1% | -3% | -7% | 2% | -5% | -3% | -2%
Epigenetic reg | -2.0% | -1.1% | 8.9% | -0.1% | 0.1% | 12% | 0.0% | 6.4%
HTT aggregate | -2% | 18% | ? | 43%[9.22 µM] | -20% | 6% | -8% | 13%

(25) O=C(CCn1nnc2ccccc2c1=O)N[C@@H](Cc1c[nH]c2ccccc12)C(=O)O
(26) Cc1c(-c2ccccc2)[n+](=O)c2c(n1[O-])CCCC2
(27) O=C(c1ccc2c3n(nc2c1)-c1ccccc1CO3)N1CCCCC1
(28) COc1ccc(NC(=O)CCN2CCN(S(=O)(=O)c3ccc(OC)cc3)CC2)cc1
(29) CN1C(=O)/C(=C/C=C2\SCCN2C)N(C)C1=S
(30) O=C(Nc1ccccc1N1CCCCC1)c1ccc(N2C(=O)c3ccccc3C2=O)cc1
(31) C[C@@]1(C(NS(=O)(=O)c2cccc3cccnc23)c2ccc(-c3ccccc3)cc2)C[C@H]1C1CCCCC1 (some centres not stated)
(32) CCOC(=O)c1cccc(S(=O)(=O)N(CCO)Cc2cc3cc(OC)ccc3[nH]c2=O)c1

assay / compound | 25 | 26 | 27 | 28 | 29 | 30 | 31 | 32
LMNA splice mod | . | . | . | ? | ? | 17% | . | 6%
NPSR antagonist | 1% | -31% | -2% | -14% | -50% | ? | . | -16%[46.1 µM]
CBFb-RUNX1 inh | 14% | 1% | 2% | -1% | -14% | 5% | 3% | -2%
IMPase Li cell | . | . | . | -4% | 35%[activator] | 3%[38.3 µM] | 8% | 19%[38.3 µM]
Luc counter | . | . | . | 0% | ? | -3% | -5% | -3%
Epigenetic reg | 0.0% | -1.0% | 4.6% | -4.3% | -4.6% | -1.6% | -0.5% | -1.9%
HTT aggregate | 2%[9.22 µM] | -12%[9.22 µM] | -25%[9.22 µM] | 18% | -27% | -3% | . | 5%

(33) O=C(O)c1ccc(/C=N/N2CCN(C3c4ccccc4-c4ccccc43)CC2)cc1
(34) CCN1CCN(c2nc(Nc3ccc(OC)cc3)nc(N)c2[N+](=O)[O-])CC1
(35) O=C1CC(c2ccco2)CC(O)=C1C=NCCO (configuration not stated)
(36) CCOC(=O)COn1c(=O)c(=O)n(OC)c2ccccc21
(37) CSc1ccc(-c2cccc([N+](=O)[O-])c2)nn1
(38) O=C(O)C1C2C=CC3(CN(C/C=C/c4ccccc4)C(=O)C13)O2 (configuration not stated)
(39) CC(C)CC(=O)Nc1ccc2c(c1)oc1ccccc12
(40) COc1ccc2oc(=O)c(C(=O)N3CCc4ccccc43)cc2c1

assay / compound | 33 | 34 | 35 | 36 | 37 | 38 | 39 | 40
LMNA splice mod | . | . | 2% | -7% | 18%[46 µM] | 2% | -8% | 2%
NPSR antagonist | -45% | 17% | -4%[46.1 µM] | 5%[7.67 µM] | -13% | -1%[46.1 µM] | -17%[46.1 µM] | -9%[46.1 µM]
CBFb-RUNX1 inh | 6% | -6% | 4% | -8% | -3% | 3% | 1% | 1%
IMPase Li cell | . | . | . | 0%[38.3 µM] | -13% | -18%[38.3 µM] | 5%[38.3 µM] | -6%[38.3 µM]
Luc counter | . | . | . | -2% | -14% | 0% | -2% | 1%
Epigenetic reg | 0.9% | -3.3% | 0.3% | -4.0% | 9.2% | 0.9% | -2.2% | 1.0%
HTT aggregate | -2%[9.22 µM] | 24%[9.22 µM] | 29% | 19% | 6% | 10% | -6% | -15%

(41) CC1=C(C(=O)N2CCOCC2)C(c2c(F)cccc2F)NC(=O)N1 (configuration not stated)
(42) COc1cc(/C=C(\C#N)C(=O)Nc2cccc3ncccc23)ccc1O
(43) Cc1cc(C)nc(N/N=C/C2=C(O)CC(c3ccc(F)cc3)CC2=O)n1 (configuration not stated)
(44) COC(=O)c1sc2nc(-c3ccccc3)c3c(c2c1N)CCCC3
(45) Cc1onc(-c2c(Cl)cccc2Cl)c1COC(=O)c1ccc(Cl)cc1
(46) C=CCNc1nnc(-c2ccncc2)s1
(47) CC(=O)Nc1ccc(C(=O)OCC(=O)Nc2ccccc2Sc2ccccc2)cc1
(48) Cc1cc(C)cc(NC(=O)NCc2c(-c3ccccc3)noc2C)c1

assay / compound | 41 | 42 | 43 | 44 | 45 | 46 | 47 | 48
LMNA splice mod | . | -2%[46 µM] | . | -2% | . | 1% | 4% | .
NPSR antagonist | 15% | 4% | -30% | -4%[46.1 µM] | 38% | -5%[46.1 µM] | 6% | 0%
CBFb-RUNX1 inh | 0% | 1% | 0% | 4% | ? | 1% | 6% | -4%
IMPase Li cell | 0% | -5% | . | 3%[38.3 µM] | . | -12%[38.3 µM] | 14% | .
Luc counter | -1% | 2% | . | -5% | . | -5% | 2% | .
Epigenetic reg | -0.3% | 6.4% | -6.4% | 0.0% | 1.6% | -2.0% | -1.8% | -0.7%
HTT aggregate | 16% | -1% | -10%[9.22 µM] | 11% | -6%[9.22 µM] | 2% | 15% | 3%[9.22 µM]

Records 1–3 from above:
(1) COc1ccc(Cc2nc3ccccc3n2CC(=O)N/N=C/c2ccc(C)cc2O)cc1OC
(2) O=C(CCl)Nc1cc(SCC(O)CO)cc([N+](=O)[O-])c1 (configuration not stated)
(3) COc1ccc(CSc2nnc(C)n2N)cc1

assay / compound | 1 | 2 | 3
LMNA splice mod | -4% | . | -9%
NPSR antagonist | -13% | 6% | 19%[7.67 µM]
CBFb-RUNX1 inh | -8% | -2% | 3%
IMPase Li cell | 9% | -8% | 13%[38.3 µM]
Luc counter | -1% | -1% | -1%
Epigenetic reg | -1.6% | -5.8% | 0.6%
HTT aggregate | -5% | 2.8µM* | -8%

An excerpt from above in order of formula weight, high to low.
(20) Cc1nonc1CC(=O)N1CCc2c([nH]c3ccccc23)C1c1ccccc1F (configuration not stated)
(27) O=C(c1ccc2c3n(nc2c1)-c1ccccc1CO3)N1CCCCC1
(14) COC(=O)C1CC1C(NC(=O)[C@@H]1CCCN1)c1ccccc1 (some centres not stated)
(36) CCOC(=O)COn1c(=O)c(=O)n(OC)c2ccccc21

assay / compound | 20 | 27 | 14 | 36
LMNA splice mod | 20%[46 µM] | . | . | -7%
NPSR antagonist | -14% | -2% | . | 5%[7.67 µM]
CBFb-RUNX1 inh | -5% | 2% | 2% | -8%
IMPase Li cell | -4% | . | -1% | 0%[38.3 µM]
Luc counter | -7% | . | 1% | -2%
Epigenetic reg | -0.1% | 4.6% | 9.1% | -4.0%
HTT aggregate | 43%[9.22 µM] | -25%[9.22 µM] | . | 19%
